Bioassay records as filed in PubChem.
BRCA1 expr up – qHTS Assay to Identify Small Molecule Activators of BRCA1 Expression. MCF7-BRCA1-FFLuc reporter, luminescence, 48 h; response scale: scaled: vehicle 0%, 10 µM genistein 100%. Potency, µM (titrated, usually from 46.1 µM), inactives show at the highest dose activation, usual class: activators. 380,000 compounds, 1.1% hits. AID 624202, 2012; active = well fitted activation curve with a large enough effect; also: nearly all actives have a fitted effect of over 80% in size; some results filed as inactive show a strong effect at the top dose
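Reporter cells (MCF7, BRCA1 promoter-firefly luciferase) received library compounds across a concentration series for 48 h. End-point luminescence was measured and concentration-effect curves derived after normalization.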
Numbers without * were called inactive; & = joins results of further samples. Potency is read from the fitted curve at half-maximal effect.

`Cc1ccc(F)c(S(=O)(=O)NC(=O)C2(C)CCN2C(=O)C2(c3ccc(Cl)cc3)CCC2)c1` (configuration not stated) gave BRCA1 expr up -3.3%.
CC(O)(c1cccnc1)c1nc(-c2cc(F)cc(F)c2)cs1 (configuration not stated) was read as BRCA1 expr up 0.0%.
For CCC(Cc1ccccc1)NC(=O)c1csc2c1CCCCC2 (configuration not stated) the results were BRCA1 expr up 0.0%.
COc1ccc(-c2csc(C(O)c3ccc(F)c(OC)c3)n2)cn1 (configuration not stated) was read as BRCA1 expr up -35.7%.
CN(C)c1ccc(CC(=O)N2CCCC(c3cc(C(=O)Nc4ccc(C(C)(C)C)cc4)no3)C2)cc1 (configuration not stated) was read as BRCA1 expr up -27.1%.
For CCOc1ccc(NC(=O)c2oc3ccccc3c2NC(=O)C2CCCCC2)cc1 the results were BRCA1 expr up 6.0%.
`Oc1ccc(C[C@H]2CN([C@@H](Cc3ccc(O)cc3)CN3CCC[C@@H]3CN3C(=S)NC[C@@H]3Cc3ccccc3)C(=S)N2CCc2ccccc2)cc1` gave BRCA1 expr up -67.4%.
Screening O=C(NCc1ccc(F)cc1)c1cc(C2CCCN(C(=O)CCCc3ccccc3)C2)on1 (configuration not stated) returned BRCA1 expr up -14.8%.
`COc1cccc(CNC(=O)CN2C(=O)CSc3c2c(C)nn3-c2ccccc2)c1` gave BRCA1 expr up 13.9%.
For CCCNC(=O)C1(C)CCCN(C(=O)c2cc3ccccc3s2)C1 (configuration not stated) the results were BRCA1 expr up -9.0%.
`O=c1[nH][nH]c2c1[C@H](c1ccc(Cl)cc1)O[C@H](C1CCCC1)C2` gave BRCA1 expr up 4.0%.
`CCC(c1nnnn1-c1ccc2c(c1)OCCO2)N1CCN(C(C)=O)CC1` (configuration not stated) gave BRCA1 expr up 16.5%.
For CN(C(=O)CSc1nc2ccc(NC(=O)c3ccco3)cc2s1)c1ccccc1 the results were BRCA1 expr up -0.4%.
`CCOC(=O)c1noc2ncnc(N3CCN(c4cccc(Cl)c4)CC3)c12` gave BRCA1 expr up 0.0%.
For CCOc1ccc(Cl)cc1-c1cc(C(=O)NC(C)C)[nH]n1 the results were BRCA1 expr up 0.0%.
`CCOC(=O)C1=C(C)N=c2sc(=Cc3ccc(OCC(=O)O)cc3)c(=O)n2C1c1ccc(Cl)cc1` (configuration not stated) gave BRCA1 expr up 5.7%.
Screening CC1(c2nnnn2-c2ccc3c(c2)OCCO3)CCC(=O)N1CCCN1CCOCC1 (configuration not stated) returned BRCA1 expr up 15.3%.
Screening CC1(C(=O)NS(=O)(=O)c2ccccc2Cl)CCN1C(=O)CC1CCCC1 (configuration not stated) returned BRCA1 expr up 0.0%.
For Cc1nc(-c2ccc(S(=O)(=O)NCc3ccc(OC(C)C)cc3)cc2)co1 the results were BRCA1 expr up -8.0%.
Screening Cc1cc(C=Nc2ccc(/C=C/c3ccnc4ccccc34)cc2)ccc1N(C)C returned BRCA1 expr up 18.2%.
CCN(C(=O)Cn1c(=O)n(Cc2ccccc2)c(=O)c2c1c1cc(OC)ccc1n2C)c1ccccc1 was read as BRCA1 expr up -4.0%.
`O=C(/C=C/[C@H]1O[C@@H](n2ccc(=O)[nH]c2=O)[C@H](O)[C@@H]1O)N1CCN(CCc2ccccc2)CC1` gave BRCA1 expr up 17.7%.
O=C(C[n+]1c2ccccc2cc2ccccc21)c1ccc(F)cc1 was read as BRCA1 expr up 2.2%.
For COC(=O)c1cc(NS(=O)(=O)c2ccc3c(c2)OCCO3)ccc1Cl the results were BRCA1 expr up -4.8%.
`CCC(C)NC(=O)c1ccc2nc(-c3cccs3)c(-c3cccs3)nc2c1` (configuration not stated) gave BRCA1 expr up 3.3%.
`CCN(CC)C(=O)c1cccc(-c2csc(C(O)c3ccc(F)cc3)n2)c1` (configuration not stated) gave BRCA1 expr up 0.0%.
For O=C(CNC(=O)c1ccc(Cl)cc1)OCc1cc(=O)n2ccsc2n1 the results were BRCA1 expr up 5.0%.
For CCSc1nnc2c(n1)OC(CC)N(C(C)=O)c1ccccc1-2 (configuration not stated) the results were BRCA1 expr up 14.3%.
`CNC[C@H]1Oc2cc(Br)ccc2S(=O)(=O)N([C@@H](C)CO)C[C@H]1C` gave BRCA1 expr up 12.8%.
For CC(Sc1ncc(S(=O)(=O)c2ccc(C(C)C)cc2)c(N)n1)C(=O)Nc1ccccc1 (configuration not stated) the results were BRCA1 expr up -62.0%.
Screening CCCn1cnnc1CNC(=O)[C@H]1O[C@@H](n2ccc(N)nc2=O)[C@H](O)[C@@H]1O returned BRCA1 expr up 17.8%.
For CCc1ccc(N2C(=O)CSC23C(=O)N(Cc2cccc(F)c2)c2ccccc23)cc1 (configuration not stated) the results were BRCA1 expr up -32.3%.
For CCN(CCN(C)Cl)/[N+]([O-])=N/Oc1ccc([N+](=O)[O-])cc1[N+](=O)[O-] the results were BRCA1 expr up -6.3%.
CN(C)CCNC(=O)c1cccc(-c2cnc3c(NC=O)cc(-c4cccc(F)c4)cn23)c1 was read as BRCA1 expr up -27.9%.
Screening CCN(C(=O)c1cc2c(=O)oc3ccccc3c2s1)c1cccc(C(F)(F)F)c1 returned BRCA1 expr up 20.0%.
Screening COc1ccc(S(=O)(=O)N(C)C[C@H]2OCc3cn(nn3)CCCC(=O)N([C@@H](C)CO)C[C@@H]2C)cc1 returned BRCA1 expr up 46.2%.
For Cc1ccc(NC(=O)Cn2nc(C(F)(F)F)c3c2CCCC3)cc1 the results were BRCA1 expr up -1.9%.
CC(C)(C)CC(=O)Nc1nc(C(N)Cc2ccc(C(F)(F)F)cc2)cs1 (configuration not stated) was read as BRCA1 expr up -58.7%.
Screening O=S1(=O)N[C@@H](Cc2ccccc2)COc2cc(N3CC[C@H](O)C3)ccc21 returned BRCA1 expr up 0.0%.
CCOC(=O)COc1cc(C)c(Cl)cc1C(=O)c1ccn2nc(-c3ccc(OC)cc3)cc2n1 was read as BRCA1 expr up -14.6%.

Taken from above, 2 compounds:
For CC(Sc1ncc(S(=O)(=O)c2ccc(C(C)C)cc2)c(N)n1)C(=O)Nc1ccccc1 (configuration not stated) the results were BRCA1 expr up -62.0%.
Screening CCCn1cnnc1CNC(=O)[C@H]1O[C@@H](n2ccc(N)nc2=O)[C@H](O)[C@@H]1O returned BRCA1 expr up 17.8%.

Further structures
`CCn1cc(C(=O)NCCCOC(C)C)c(=O)c2cc(S(=O)(=O)N(C)C3CCCCC3)ccc21` gave BRCA1 expr up -19.3%.
For COc1ccc(C2CC=C(C(C)=O)CN2S(=O)(=O)c2ccc(Cl)cc2)cc1 (configuration not stated) the results were BRCA1 expr up -23.2%&-3.5%.
COc1cc(NC(=O)N2CCN(c3cc(-c4noc(C)n4)ccc3C)CC2)cc(OC)c1OC was read as BRCA1 expr up -17.8%.
CC(C)(C)c1ccc(S(=O)(=O)NC(=O)C2(C)CCN2C(=O)C2CC2)cc1 (configuration not stated) was read as BRCA1 expr up 14.8%.
CCN(CC)CCNC(=O)c1ccc2c(c1)N(Cc1ccccc1)C(=O)c1ccccc1S2=O (configuration not stated) was read as BRCA1 expr up -32.1%.
For CC(C)CCNC(=O)[C@@H](Cc1ccccc1)NC(=O)CC[C@H]1O[C@@H](n2ccc(=O)[nH]c2=O)[C@H](O)[C@@H]1O the results were BRCA1 expr up 4.7%.
`COc1ccc(-n2c(=O)c3ccc(C(=O)NCc4ccc(C)cc4)cc3n(CC(=O)Nc3ccc(F)cc3)c2=O)cc1` gave BRCA1 expr up 18.4%.
CCn1cc2nc(SCC(=O)Nc3ccc(OC)c(Cl)c3)n(Cc3ccc(OC)cc3)c(=O)c2n1 was read as BRCA1 expr up 4.0%.
For COc1ccc(C2Nc3ccccc3C(=O)N2Cc2ccccc2)cc1COc1ccc([N+](=O)[O-])cc1 (configuration not stated) the results were BRCA1 expr up 0.0%.
O=c1[nH]c2ccccc2nc1-c1nnnn1C1CCCC1 was read as BRCA1 expr up 6.1%.
For Cc1cccc(N(C)C(=O)CCNS(=O)(=O)c2ccc3c(c2)CCN3C(=O)C2CC2)c1 the results were BRCA1 expr up -6.9%.
`COc1cccc(NC(=O)Nc2cc(-c3cn4cccnc4n3)ccc2C)c1` gave BRCA1 expr up -3.7%.
For CC(=O)Nc1ccc(CN(C)c2c(C)nc3ccc(C(=O)N4CCN(c5ccccc5)CC4)cn23)cc1 the results were BRCA1 expr up -7.1%.
COc1cccc(-n2c(-c3ccccc3F)nc3c(cnn3-c3ccc(C)cc3)c2=O)c1 was read as BRCA1 expr up -47.7%.
Screening O=C(NCc1ccco1)c1ccc(-c2ccc3nccn3c2)cc1 returned BRCA1 expr up 13.2%.
COc1ccccc1C1C(C(=O)Nc2ccccc2)=C(C)Nc2nc(-c3ccccc3)nn21 (configuration not stated) was read as BRCA1 expr up -43.6%.
For Cc1ccc2c(c1)CCCN2C(=O)c1cnn2c1NC(=C1CC1)C=C2C(F)F the results were BRCA1 expr up -46.1%.
Screening CCOc1ccc(-c2nn(-c3ccccc3)cc2C2NC(=O)NC(C)=C2C(=O)OC(C)C)cc1C (configuration not stated) returned BRCA1 expr up -43.2%.
Screening CCOc1ccccc1NC(=O)Cn1c(=O)n(CCCC(=O)NCCc2ccc(C)cc2)c(=O)c2ccccc21 returned BRCA1 expr up 42.7%.
For O=C(Cn1c(=O)n(-c2ccccc2)c(=O)c2sc3ccccc3c21)N1CCCC1 the results were BRCA1 expr up 1.4%.

Brought forward from above: 6 entries; new compounds follow.
Screening O=C(NCc1ccco1)c1ccc(-c2ccc3nccn3c2)cc1 returned BRCA1 expr up 13.2%.
COc1ccccc1C1C(C(=O)Nc2ccccc2)=C(C)Nc2nc(-c3ccccc3)nn21 (configuration not stated) was read as BRCA1 expr up -43.6%.
For Cc1ccc2c(c1)CCCN2C(=O)c1cnn2c1NC(=C1CC1)C=C2C(F)F the results were BRCA1 expr up -46.1%.
Screening CCOc1ccc(-c2nn(-c3ccccc3)cc2C2NC(=O)NC(C)=C2C(=O)OC(C)C)cc1C (configuration not stated) returned BRCA1 expr up -43.2%.
Screening CCOc1ccccc1NC(=O)Cn1c(=O)n(CCCC(=O)NCCc2ccc(C)cc2)c(=O)c2ccccc21 returned BRCA1 expr up 42.7%.
For O=C(Cn1c(=O)n(-c2ccccc2)c(=O)c2sc3ccccc3c21)N1CCCC1 the results were BRCA1 expr up 1.4%.
For CC(=O)NC(c1cccc(F)c1)c1nc(-c2cnn(C)c2)cs1 (configuration not stated) the results were BRCA1 expr up 0.0%.
`Cc1cc(F)ccc1C(O)c1ncc(-c2cccc3ccccc23)[nH]1` (configuration not stated) gave BRCA1 expr up -0.5%.
For COC(=O)[C@@]1(C(C)C)N=C(c2cc(OC)c(OC)c(OC)c2)[C@]2(O1)C(=O)N(C)c1ccc(Cl)cc12 the results were BRCA1 expr up -33.8%.
Screening CCOC(=O)C1CCCN(S(=O)(=O)c2ccc3c(c2)oc(=O)n3C)C1 (configuration not stated) returned BRCA1 expr up 1.9%.
Cc1sc2ccccc2[n+]1CCCC[n+]1c(C)sc2ccccc21 was read as BRCA1 expr up -10.2%.
For CCc1cccc(CC)c1NC(=O)CCS(=O)(=O)c1ccc2c(c1)CCN2C(C)=O the results were BRCA1 expr up 0.7%.
`CCC(C)NC(=O)CSc1nc2c(sc3ccccc32)c(=O)n1CCc1ccccc1` (configuration not stated) gave BRCA1 expr up 9.4%.
`CC1(C(=O)Nc2cccc3c2CCCC3)CCN1C(=O)CCC1CCCC1` (configuration not stated) gave BRCA1 expr up 11.8%.
Screening c1ccc(Nc2c(-c3ccccc3)nc3ncccn23)cc1 returned BRCA1 expr up 0.0%.
Screening CCOC(=O)COc1ccc([N+](=O)[O-])cc1-c1ccnc2cc(-c3ccc(C)cc3)nn12 returned BRCA1 expr up 8.6%.
Screening COc1ccccc1Oc1nc2c(c(=O)n(C)c(=O)n2C)n1Cc1cccc(Br)c1 returned BRCA1 expr up -39.9%.
Screening CC(=O)N1CCc2c(sc3c2c(=O)n(Cc2ccccc2)c(=O)n3Cc2ccc(C)cc2)C1 returned BRCA1 expr up -2.1%.
`Brc1ccc2nc(SCCOc3ccccc3)[nH]c2c1` gave BRCA1 expr up 31.8%.
Screening COc1ccc(OC)c(CCNC(=O)c2cnn(-c3ccccc3)c2-n2cccc2)c1 returned BRCA1 expr up -41.6%.
`CCc1nc2ccc(C(=O)NCCNC(C)=O)cn2c1N(CC)CCOC` gave BRCA1 expr up 17.3%.
Screening Cc1nc2c(OCCC3CCCCC3)cccn2c1N(C)C(=O)CCC1CCCC1 returned BRCA1 expr up -36.5%.
`COCCNC(=O)C1CCCN(C(=O)COc2ccc(Cl)cc2Cl)CC1` (configuration not stated) gave BRCA1 expr up 1.6%.
Screening COc1cccc(CNC(=O)CSc2nc3ccccc3nc2Cc2ccccc2)c1 returned BRCA1 expr up 21.0%.
CCOc1ccc(-c2nc(Cn3ccn4nc(-c5ccc(OCC)c(Cl)c5)cc4c3=O)c(C)o2)cc1 was read as BRCA1 expr up 1.2%.
Screening CC1(C(=O)NS(=O)(=O)c2cccc(F)c2)CCN1C(=O)Cc1ccc(-c2ccccc2)cc1 (configuration not stated) returned BRCA1 expr up 19.5%.
For CCCCC(=O)N1c2ccccc2C(C)(c2ccccc2)CC1(C)C (configuration not stated) the results were BRCA1 expr up 1.9%.
Screening CC1(C(=O)NS(=O)(=O)c2ccc(Cl)cc2)CCN1C(=O)C1CC1 (configuration not stated) returned BRCA1 expr up 0.0%.

An excerpt. The share of hits here may be higher or lower than overall.
